STAT3 blocker – STAT3 signaling inhibition. U3A cells, IL-6 STAT3-luciferase reporter, luminescence; host cell line lacks STAT1. inhibition, % at 5.5 µM. 190,000 tested, 0.89% active. AID 862;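 active = inhibition above the mean inhibition across all screened compounds plus 3 SD, cut at about 44% in these data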;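 note: 0% = DMSO only wells and 100% = 100 µM nifuroxazide control wells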
STAT1 activator – increases IFN-gamma driven STAT1 reporter signal; NIH 3T3 STAT1-luciferase reporter, luminescence; 100% = IFN-gamma alone, no compound; activation (% of control), % at 5.5 µM; 200,000 tested, 2.6% active; AID 932;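 active = activation above the screen-wide mean activation plus 3 SD, cut at about 130% in these data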;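 note: raw ratio to IFN-gamma control signal so 100% means no change and 0% no light; values of inactives mirror those of a sister screen read the other way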
Diaphorase act – diaphorase activation or chemical reduction counter-screen; Diaphorase/resazurin coupled assay, resorufin fluorescence, 16 min; hits give high values; 1 = vehicle wells, 0 = NADH-free wells; activation factor at 20 µM; 190,000 tested, 0.005% active; AID 1229;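 active = diaphorase activity raised at least twofold by the compound at 20 µM; inactive = activation factor below 2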
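Material: Clostridium kluyveri diaphorase, purified enzyme; Quantity: enzyme 0.07 U/mL final; Medium: HEPES pH 7.4 buffer with MgCl2 and Tween 20; Dosing: single compound dose of 20 µM, 1% DMSO final; Schedule: 16 min reaction at room temperature; Measured by: red resorufin fluorescence at 544/590 nm excitation/emission.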
G6PDH counter – L. mesenteroides G6PDH inhibition counter-screen; 200,000 tested, 0.12% active; inhibition, % at 5 µM; Purified L. mesenteroides G6PDH, diaphorase/resazurin coupled fluorescence, 45 min; in the data active = inhibition above about 50%
Hsp70 act – transcriptional activators of Hsp70; 200,000 tested, 0.04% active; activation, % at 10 µM; HeLa Hsp70 promoter luciferase reporter, luminescence; scaled: vehicle 0, proteasome-inhibitor control 100%; AID 1203;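 active = activation above the mean across all tested compounds plus 3 SD, cutoff set per campaign, cut at about 5.5% in these data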;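 note: 100% = MG132 at 30 µM as the positive control and 0% = DMSO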
STAT1 blocker – reduces IFN-gamma driven STAT1 reporter signal; NIH 3T3 STAT1-luciferase reporter, luminescence; inhibition, % at 5.5 µM; 200,000 tested, 0.35% active; AID 920;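 active = inhibition above a set limit, the mean inhibition across all tested compounds plus 3 SD, cut at about 34% in these data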;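 note: 0% = IFN-gamma with DMSO and 100% = IFN-gamma with 300 µM nifuroxazide; values of inactives mirror those of a sister screen read the other way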
TLR4 MyD88 comp – blocks binding of human TLR4 to MyD88 | inhibition, % at 8.4 µM | HeLa CL3-4 TLR4/MyD88 BLA complementation, FRET ratio | O00206+Q99836 | 200,000 tested, 0.18% active; in the data active = inhibition above about 25%;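 note: 0% = vehicle and 100% = reference inhibitor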
Target sequence (O00206 whole entry, looked up): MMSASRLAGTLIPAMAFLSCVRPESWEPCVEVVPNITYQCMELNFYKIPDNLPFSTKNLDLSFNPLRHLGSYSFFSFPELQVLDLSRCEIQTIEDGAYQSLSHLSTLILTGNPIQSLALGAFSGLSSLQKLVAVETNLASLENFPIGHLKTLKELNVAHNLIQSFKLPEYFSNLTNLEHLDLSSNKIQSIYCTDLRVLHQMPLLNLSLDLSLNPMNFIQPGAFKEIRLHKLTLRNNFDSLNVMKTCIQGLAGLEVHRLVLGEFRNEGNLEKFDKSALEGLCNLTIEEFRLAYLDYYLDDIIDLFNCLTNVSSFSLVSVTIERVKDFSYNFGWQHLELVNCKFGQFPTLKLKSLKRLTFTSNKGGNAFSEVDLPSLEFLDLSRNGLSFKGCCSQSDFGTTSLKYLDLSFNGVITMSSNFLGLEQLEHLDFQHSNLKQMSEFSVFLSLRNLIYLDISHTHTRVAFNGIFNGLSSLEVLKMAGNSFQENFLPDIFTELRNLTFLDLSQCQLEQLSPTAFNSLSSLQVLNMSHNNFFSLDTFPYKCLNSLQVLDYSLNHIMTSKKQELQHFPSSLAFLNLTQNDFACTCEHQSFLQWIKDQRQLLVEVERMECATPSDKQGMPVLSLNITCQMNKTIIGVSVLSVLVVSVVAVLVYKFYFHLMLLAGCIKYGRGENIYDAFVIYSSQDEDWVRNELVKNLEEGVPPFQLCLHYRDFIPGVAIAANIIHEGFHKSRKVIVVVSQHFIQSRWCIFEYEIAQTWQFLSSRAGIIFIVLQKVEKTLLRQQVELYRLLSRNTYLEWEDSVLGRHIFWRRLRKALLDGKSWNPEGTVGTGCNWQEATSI
Target sequence (Q99836 whole entry, looked up): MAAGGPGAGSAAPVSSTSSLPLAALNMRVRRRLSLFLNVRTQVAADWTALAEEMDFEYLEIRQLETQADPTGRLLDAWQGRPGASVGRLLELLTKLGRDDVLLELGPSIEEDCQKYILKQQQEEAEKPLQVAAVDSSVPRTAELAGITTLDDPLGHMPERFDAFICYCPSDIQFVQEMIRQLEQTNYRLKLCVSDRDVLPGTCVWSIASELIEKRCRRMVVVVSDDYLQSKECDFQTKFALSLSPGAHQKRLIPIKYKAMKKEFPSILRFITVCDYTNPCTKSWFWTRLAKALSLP
Diaph inh CS – diaphorase inhibition or chemical oxidation counter-screen; 190,000 tested, 0.69% active; diaphorase resazurin-to-resorufin fluorescence, NADH, 16 min; bacterial (C. kluyveri) enzyme, not human; inhibition, % at 20 µM;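 active = primary screen inhibition at 20 µM above a set limit, cut at about 50% in these data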;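 note: plate controls were DMSO with full reaction for no effect and wells lacking NADH for full effect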
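Test system: diaphorase enzyme from Clostridium kluyveri; amount: diaphorase at 0.14 U/mL in enzyme working solution; detection: fluorescence of resorufin formed from resazurin, Ex 544/Em 590 nm; times: reaction incubation of 16 min at room temperature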
APP 5UTR inh – APP translation inhibition; SH-SY5Y APP 5'UTR-luciferase reporter, luminescence; inhibition, % at 2 µM; 190,000 tested, 0.82% active; AID 1285;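 active = inhibition above a set limit, derived from the sample mean plus 3 SD, cut at about 45% in these data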; note: values of inactives mirror those of a sister screen read the other way
STAT3 activator – STAT3 signaling activation. U3A cells, IL-6 STAT3-luciferase reporter, luminescence; 100% = signal with IL-6 EC80 alone. 190,000 tested, 0.91% active. activation (% of control), % at 5.6 µM;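 active = activation above the screen-wide mean of compound activation plus 3 SD, cut at about 130% in these data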;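 note: 0% = background luminescence of wells with medium and substrate only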
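Test system: Human STAT1-deficient U3A cells with stable STAT3-luciferase reporter | Also added: Interleukin-6, 33 ng/mL | Timing: Compound pre-incubation 1 h before IL-6, then 6 h stimulation at 37 °C | Technique: Luciferase reporter luminescence | Read-out: Percent of IL-6-only median luminescence | Benchmarks: IL-6-only wells as 100% reference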
* = called active by the depositor; . = not tested or not shown.

SMILES	STAT3 blocker	STAT1 activator	Diaphorase act	G6PDH counter	Hsp70 act	STAT1 blocker	TLR4 MyD88 comp	Diaph inh CS	APP 5UTR inh	STAT3 activator
CCOC(=O)c1sc(NC(=O)CCCn2nc([N+](=O)[O-])c(Cl)c2C)c(C(=O)OCC)c1C	2.7	95.2	0.9	-8.9	-0.3	5.4	4.7	5.2	-8.3	100.8
CCn1nc(C)c(NS(=O)(=O)c2ccc(C)cc2)c1C	23.5	88.3	0.9	12.5	-0.5	12.6	-9.8	7.7	13.4	81.5
COc1ccc(C(=O)CSc2cc(C)nc3nc(C)nn23)cc1OC	-0.2	100.9	0.8	-25.0	0.0	-2.7	0.5	18.6	-17.5	103.9
CCOC(=O)c1c(C)nc2sc(C(=O)Nc3ccc(C(C)=O)cc3)c(N)c2c1-c1ccc(OC)cc1	11.5	101.6	0.6	-51.7	-0.3	-1.8	22.7	40.5	-9.7	90.7
O=S1(=O)CCN(Cc2cccc(C(F)(F)F)c2)CC1	-5.3	89.5	1.1	5.8	-0.3	9.9	-7.4	-8.6	-111.0	106.0
Nc1nc(CSCc2ccccc2)nc(N2CCOCC2)n1	-16.6	119.8	1.1	14.6	-0.1	-21.5	-6.9	-11.5	-13.8	118.2
CCOC(=O)C1=C(c2ccccc2)O/C(=C(/C#N)C(F)(F)F)S1	20.9	79.4	0.8	7.4	1.1	22.2	12.0	22.6	16.8	86.6
NS(=O)(=O)c1ccc(NC(=O)COC(=O)C2CC(=O)N(Cc3ccccc3)C2)cc1 (centres undefined)	10.4	93.0	1	0.5	0.2	6.3	7.0	2.9	-8.1	97.7
O=C(Cn1c(=O)c2sccc2n(Cc2cccc([N+](=O)[O-])c2)c1=O)NCCc1ccccc1	-15.9	94.9	0.8	1.6	-0.1	5.7	-10.7	17.1	13.8	110.7
O=[N+]([O-])c1cc(C(F)(F)F)cc([N+](=O)[O-])c1NCCCNc1ccc([N+](=O)[O-])c2cccnc12	-3.8	103.9	0.8	0.3	-0.2	-4.3	-14.6	19.2	-5.8	105.5
O=C(Nc1nnc(C2CC2)s1)C1CCCO1 (centres undefined)	-2.6	101.6	1.1	3.7	-0.2	-4.7	-0.5	-7.7	-6.2	106.3
CC1CCc2c(sc(Nc3nc4c(F)cccc4s3)c2C(N)=O)C1 (centres undefined)	-8.6	96.8	0.7	-15.5	-0.1	3.5	-8.9	26.5	-12.6	110.4
O=C(CSc1nnc(-c2cnccn2)n1Cc1ccco1)c1ccc2ccccc2c1	10.3	96.2	0.7	9.0	0.1	4.2	-4.7	27.7	1.8	91.9
COc1ccc2[nH]cc(S(=O)(=O)c3ccc(C(C)C)cc3)c(=O)c2c1	7.0	91.6	0.9	0.6	0.0	9.2	7.4	8.5	-23.2	101.3
O=C(OCC(=O)N1CCN(C(=O)c2ccco2)CC1)c1cccc(S(=O)(=O)N2CCc3ccccc32)c1	3.2	85.9	0.8	-1.5	-0.1	14.8	5.4	15.8	9.9	100.6
O=S(=O)(c1cccs1)N1CN(Cc2ccc(F)cc2)c2nc3ccccc3nc21	4.3	102.9	0.7	6.2	-0.2	-5.0	1.2	25.5	-13.4	104.7
Cc1ccccc1C(=O)NC(CC(C)C)C(=O)Nc1ccc(S(N)(=O)=O)cc1 (centres undefined)	5.7	96.5	0.9	1.6	-0.3	4.4	1.4	9.7	0.6	95.8
NC(=O)Cn1nc([N+](=O)[O-])nc1Oc1ccccc1F	4.6	104.8	1	-2.9	1.4	-7.0	-8.9	4.0	5.8	99.8
CCN1CCN(c2nc(Nc3ccc(C)c(C)c3)nc(N)c2[N+](=O)[O-])CC1	4.1	98.8	0.8	-5.2	-0.3	1.3	6.7	16.7	-0.9	98.7
CCC(CO)NCc1sccc1C (centres undefined)	3.1	104.4	.	6.6	-0.1	-4.4	-11.9	.	9.0	104.8
C=CCN1C=C/C(=C\C=C(C#N)C#N)c2ccccc21	9.4	98.1	0.7	12.2	-0.1	2.1	-13.1	26.3	13.0	92.0
CCNC(=O)N1CCNC(=O)C1CC(=O)Nc1ccc(C(=O)OCC)cc1 (centres undefined)	-10.8	106.6	0.9	-8.4	-0.3	-7.2	-9.5	11.8	-21.7	109.8
COc1cc(OC)cc(C(=O)NCc2cccnc2)c1	0.0	98.4	0.9	7.7	-0.1	1.7	-4.1	7.9	5.4	103.0
COC(=O)c1cc(Cl)c(NC(=O)/C=C/c2ccc(OC)cc2)cc1OC	-4.7	103.0	0.9	4.0	-0.4	-0.8	-14.4	8.4	24.0	101.8
O=C(c1ccccc1)N1CCN=C1SCc1ccc([N+](=O)[O-])cc1	0.1	98.7	0.9	-1.1	-0.4	1.4	3.6	12.7	-4.3	95.8

Following part:
SMILES	STAT3 blocker	STAT1 activator	Diaphorase act	G6PDH counter	Hsp70 act	STAT1 blocker	TLR4 MyD88 comp	Diaph inh CS	APP 5UTR inh	STAT3 activator
O=C(CSc1nc(-c2ccccc2)ns1)N1CCOCC1	17.8	141.8*	0.9	7.5	0.1	-46.7	-3.6	9.6	-116.1	93.8
CCCCn1c(C)nc2c(=O)n(C)c(=O)[nH]c21	5.1	96.4	0.9	1.7	-0.5	4.0	0.8	6.9	-3.4	98.8
Cc1onc(C(=O)NCc2ccccn2)c1[N+](=O)[O-]	3.0	99.1	1	-0.1	-0.2	-0.2	-5.1	0.9	-1.6	100.4
COc1ccc(C(=O)NCC(=O)OCC(=O)NCCC2=CCCCC2)cc1	0.8	101.7	0.9	4.4	-0.4	-2.3	-1.3	13.9	-17.3	101.1
CCOC(=O)c1ccccc1NC(=O)COc1cc(=O)n(CC)c2ccccc12	4.2	97.6	0.9	2.3	-0.2	2.6	-10.4	9.6	4.1	97.8
COc1cc(S(=O)(=O)Nc2cccc(C)c2)ccc1N=Cc1c(C)[nH]n(-c2ccccc2)c1=O	-11.7	99.4	0.9	-20.0	-0.1	0.6	5.1	14.3	8.9	108.6
CCOC(=O)c1[nH]c2ccc(Cl)cc2c1NC(=O)c1nonc1C	3.6	105.7	0.9	2.4	-0.4	-6.4	5.4	9.3	2.1	100.0
COc1ccc(-c2csc(Nc3ccc(C)cn3)n2)cc1	11.7	138.7*	0.8	14.3	0.3	-41.6	-5.9	15.9	-76.6	94.9
CSc1c2c(nc3ncnn13)CCC2	-1.4	96.6	0.9	0.4	-0.5	3.8	0.9	11.1	9.7	99.3
CC/C(=N\NC(=S)Nc1cccc(C)c1)c1ccccc1	1.5	115.7	0.9	10.6	-0.1	-18.3	-10.6	5.4	-11.4	105.2
CCOC(=O)COn1c(=O)c(-c2ccc(OC)c(OC)c2)[n+]([O-])c2ccccc21	-4.2	105.8	1.1	12.4	0.2	-6.3	14.1	-5.1	-2.0	105.1
Cc1cc(C(=O)CSc2nnnn2C)c(C)n1CCc1ccc(F)cc1	7.4	102.8	1	5.4	-0.4	-3.1	11.2	3.0	6.1	100.3
N#CC1=C(N)N2C(=C(C#N)C13CCCCC3)SC1CCCCC12O (centres undefined)	6.4	96.2	0.8	-16.0	-0.2	3.0	-11.1	20.0	-32.2	100.0
CCc1nnc(NC(=O)CSc2n[nH]c(-c3ccccc3O)n2)s1	-2.3	104.9	0.6	25.3	-0.2	-7.2	-2.7	37.1	-43.8	104.0
O=S(=O)(c1ccccc1)N1CCC2(CC1)OCCO2	8.0	102.8	0.9	-4.7	-0.1	-2.6	-1.8	11.1	-4.3	98.3
CC(C)(C)C(=O)/C=C1\NC(=O)CS1	-2.7	99.0	1	1.9	0.0	0.3	-11.0	2.3	-12.4	104.2
O=c1cc(-c2ccccc2Cl)oc2cc(O)cc(O)c12	2.3	101.8	1	4.8	0.0	-1.9	10.3	3.0	-22.5	95.7
COc1ccc(OC)c(S(=O)(=O)NCc2cn3cccc(C)c3n2)c1	9.0	92.4	1	10.0	-0.1	5.0	-0.8	1.9	-9.0	94.2
CC(C)CNC(=O)C1CCN(c2ccc(S(=O)(=O)N3CCOCC3)cc2)CC1	-7.9	95.3	0.8	2.1	-0.4	5.2	-7.4	15.1	-15.3	109.3
O=c1c2[nH]c3ccccc3c2ncn1CCN1CCNCC1	-1.5	94.6	1	11.8	-0.5	5.9	-0.2	3.6	11.3	105.7
O=C(Nc1ccc2c(c1)OCO2)c1c(F)cccc1F	-0.8	118.3	0.9	0.8	0.0	-19.9	5.8	5.1	-86.0	102.8
COc1ccccc1N(CCN1C(=O)c2cccc3cccc(c23)C1=O)C(=O)c1ccncc1	22.6	94.9	0.9	8.7	0.1	2.4	-6.5	8.3	-19.2	84.8
Cc1nn(C)cc1S(=O)(=O)NC1CCCC1	13.5	99.6	0.9	0.9	-0.1	0.7	-13.4	9.9	-0.1	95.9
Cn1cccc1Cc1nnc(SCC(=O)NCC2CCCO2)n1-c1ccc(F)cc1 (centres undefined)	-2.7	98.4	0.8	-15.6	-0.3	2.6	-11.2	18.5	2.8	102.4
CCOC(=O)c1ccc(NCCOC)c([N+](=O)[O-])c1	8.2	114.7	0.9	-4.4	0.1	-15.1	-0.4	8.2	-38.7	94.8

(further entries)
SMILES	STAT3 blocker	STAT1 activator	Diaphorase act	G6PDH counter	Hsp70 act	STAT1 blocker	TLR4 MyD88 comp	Diaph inh CS	APP 5UTR inh	STAT3 activator
Cc1ccc(NC(=O)COC(=O)c2ccc3c(c2)OCO3)cc1S(=O)(=O)N1CCCCC1	8.1	105.8	0.8	8.6	0.0	-6.6	1.2	18.3	1.8	95.5
O=C(O)c1ccc(N=NNc2cccc([N+](=O)[O-])c2)cc1	1.0	142.8*	0.9	-1.7	-0.1	-48.2	2.1	7.0	-83.1	101.2
C=CCNC(=O)/C(=C/c1ccc(Br)cc1)NC(=O)c1ccccc1OC	5.0	101.9	1	10.2	-0.2	-3.8	2.8	3.7	-28.1	97.7
O=C(Nc1ccc(Br)cc1)N1CCCC(O)C1 (centres undefined)	0.0	109.3	0.9	4.4	-0.5	-13.2	11.7	8.5	-18.6	104.1
Cc1ccc(C)c(NC(=O)c2ccc3ccccc3n2)c1	-28.5	124.1	0.9	-2.6	0.0	-26.2	1.0	9.3	-69.8	124.2
CC(=O)Nc1ccc(S(=O)(=O)N2CCN(c3ccc(C)c(Cl)c3)CC2)cc1	20.1	100.2	0.9	0.8	0.0	-0.2	3.8	7.4	1.2	90.0
CN(C)c1nc(Nc2ccccc2)nc(Oc2ccc(=O)[nH]n2)n1	8.0	92.9	0.9	12.7	-0.2	7.7	-7.0	8.4	1.7	96.3
